# Pol beta inh: DNA polymerase beta (human) inhibition; P06746; Pol beta primer extension/strand displacement, fluorescence kinetic; 340,000 tested, 1.3% active; Potency, µM (highest dose often 114 µM), inactives show at the top dose activity change, negative = inhibition, usual class: inhibitors; AID 485314; further: on the % scale 0 is the no-effect control and ±100 the full control effect
#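 Kinetic readout of DNA synthesis with strand displacement by Pol beta. Compound and 10 nM enzyme sit 15 min at room temperature; 50 nM substrate starts the reaction, read immediately and at 10 min.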
# BAZ2B block: inhibitors of human BAZ2B bromodomain; Q9UIF8; AlphaScreen BAZ2B-H3K14Ac peptide displacement; Potency, µM (doses to about 114 µM), for the others: at the highest dose activity change, negative = inhibition, usual class: inhibitors; 360,000 tested, 4.4% active; AID 504333; further: on the % scale 0 is the no-effect control and ±100 the full control effect; nearly all actives have a fitted effect of over 60% in size
#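 AlphaScreen displacement: compounds (up to 110uM) incubated 30 min at room temperature with a preformed 50 nM BAZ2B/50 nM biotinylated H3K14Ac peptide complex in PBS pH 7.4 with Tween-20. Donor and acceptor beads at 10 ug/mL final added, 20 min light-protected before reading.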
# Pol iota inh: inhibitors of human DNA polymerase iota; AID 588590; Potency, µM (highest dose often 115 µM), without a hit: at the highest dose activity, negative = inhibition, actives largely listed as inhibitors; Pol iota fluorescent replication assay, 10 min; 390,000 tested, 1% active
#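 Pol iota at 10 nM preincubated 15 min with compounds at room temperature; reaction started with fluorescent substrate, 50 nM final. Fluorescence read kinetically at 0 and 10 min; buffer-only wells as negative control.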
# Anesthetic bind: binds horse apoferritin like a general anesthetic; P02791; apoferritin/1-aminoanthracene competitive binding, fluorescence; Potency, µM (series often up to 77.5 µM), without a hit: top-dose activity change, negative = displacement, actives largely listed as inhibitors; 350,000 tested, 0.074% active; further: on the % scale 0 is the no-effect control and ±100 the full control effect; nearly all actives have a fitted effect of over 20% in size
#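 Read-out: endpoint 1-AMA fluorescence, excitation 380 nm and emission 535 nm, after compounds sit 10 min at room temperature with 10 uM horse-spleen apoferritin in 50% saturated 1-AMA/PBS. Values come from four-parameter Hill fits.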
# G9a block: blocks human histone lysine methyltransferase G9a | 350,000 tested, 8.8% active | G9a H3K9 monomethylation, AlphaScreen, 2 h | Q96KQ7 | Potency, µM (highest dose often 102 µM), without a hit: top-dose activity, negative = inhibition, most hits filed as inhibitors; further: on the % scale 0 is the no-effect control and ±100 the full control effect; nearly all actives have a fitted effect of over 75% in size
#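 Signal arises when biotinylated H3K9 peptide, once monomethylated, bridges streptavidin donor and antibody-captured acceptor beads. Enzyme at 20 nM was preincubated 15 min with test compounds; peptide 500 nM and SAM 20 uM then reacted for 2 h.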
# POLK inh: inhibitors of human DNA polymerase kappa. Q9UBT6. 400,000 tested, 0.53% active. Potency, µM (titrated, usually from 107 µM), for inactives: at the highest dose activity, negative = inhibition, most hits filed as inhibitors. AID 588579. purified Pol kappa, fluorescent DNA synthesis assay, 10 min; further: on the % scale 0 is the no-effect control and ±100 the full control effect
#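 50 nM final substrate added after 15 min RT preincubation of 10 nM Pol kappa with compound; fluorescence read at 0 and 10 min.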
# APE1 inh: blocks human APE1 abasic DNA cleavage. Potency, µM (doses to about 65.8 µM), inactives show at the top dose activity change, negative = inhibition, hits mostly inhibitors. recombinant APE1, TAMRA/BHQ-2 abasic DNA cleavage fluorescence. 350,000 tested, 0.35% active. AID 2517;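 further: plate controls were vehicle for no effect and reference inhibitor for full effect; nearly all actives have a fitted effect of over 55% in size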
# Target sequence (P27695 whole entry, looked up): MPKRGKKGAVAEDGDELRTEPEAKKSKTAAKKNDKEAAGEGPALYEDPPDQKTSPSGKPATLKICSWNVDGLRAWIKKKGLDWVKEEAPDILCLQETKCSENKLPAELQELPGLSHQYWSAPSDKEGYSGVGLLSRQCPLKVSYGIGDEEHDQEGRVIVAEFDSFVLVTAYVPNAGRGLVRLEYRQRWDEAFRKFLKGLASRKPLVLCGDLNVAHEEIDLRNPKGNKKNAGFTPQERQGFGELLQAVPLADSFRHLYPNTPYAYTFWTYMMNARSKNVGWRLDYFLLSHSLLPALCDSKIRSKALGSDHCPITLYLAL
#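 Kinetic fluorescence read (525 ex/598 em nm, three reads 60 s apart) of AP-site incision; signal = third minus first read. Enzyme 0.75 nM, dual-labelled THF duplex 50 nM, compound preincubation 15 min RT.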
# POLH inh: blocks human DNA polymerase eta activity; Q9Y253; recombinant Pol eta, fluorescent DNA replication assay; Potency, µM (highest dose often 114 µM), inactives show top-dose activity change, negative = inhibition, usual class: inhibitors; 390,000 tested, 1.2% active; AID 588591; further: on the % scale 0 is the no-effect control and ±100 the full control effect
# Target sequence (Q9Y253 whole entry, looked up): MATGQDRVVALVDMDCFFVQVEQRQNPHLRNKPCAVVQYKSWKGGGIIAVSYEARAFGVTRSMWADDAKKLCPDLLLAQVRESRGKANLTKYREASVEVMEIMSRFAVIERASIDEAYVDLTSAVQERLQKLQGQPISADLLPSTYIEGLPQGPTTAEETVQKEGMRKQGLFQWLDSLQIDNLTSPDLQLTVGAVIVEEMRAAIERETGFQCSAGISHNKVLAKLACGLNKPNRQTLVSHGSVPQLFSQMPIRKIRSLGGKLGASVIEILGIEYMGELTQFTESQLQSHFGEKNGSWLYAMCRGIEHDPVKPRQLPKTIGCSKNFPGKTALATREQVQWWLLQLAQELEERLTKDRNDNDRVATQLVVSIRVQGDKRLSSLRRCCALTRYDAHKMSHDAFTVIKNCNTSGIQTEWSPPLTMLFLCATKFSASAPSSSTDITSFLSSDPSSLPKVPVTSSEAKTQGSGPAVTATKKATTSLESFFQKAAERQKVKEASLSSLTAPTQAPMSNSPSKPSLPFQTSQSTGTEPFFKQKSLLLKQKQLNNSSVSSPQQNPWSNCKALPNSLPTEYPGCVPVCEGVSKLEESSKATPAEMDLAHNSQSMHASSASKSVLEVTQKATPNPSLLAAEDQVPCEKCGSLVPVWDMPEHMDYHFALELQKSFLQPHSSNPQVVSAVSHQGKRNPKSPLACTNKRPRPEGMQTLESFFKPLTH
#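 Pol eta (10 nM) was preincubated with compounds for 15 min at room temperature, after which fluorescent replication substrate (50 nM final) was added to start the reaction. Fluorescence was read kinetically at 0 and 10 min.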
# BLM inh: blocks DNA unwinding by human BLM helicase | P54132 | recombinant BLM DNA unwinding, fluorescence dequenching | Potency, µM (series often up to 56.1 µM), for the others: at the top dose activity change, negative = inhibition, most hits filed as inhibitors | 350,000 tested, 0.2% active | AID 2528;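 further: plate controls were vehicle for no effect and no enzyme for full effect; nearly all actives have a fitted effect of over 35% in size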
# * = called active by the depositor; ? = inconclusive; nt = not tested or not shown; [ ] = remark or other dose. The call rests on the fitted dose curve; in most records, active means well fitted curve in the direction sought with a large enough effect; inconclusive means small, poorly fitted or top-dose-only effect, or another doubt; inactive means no such curve, though single readings can be large; an effect the other way counts as inactive or inconclusive. Potency means the concentration at half of the fitted maximal effect. Not all compounds are listed; rates above refer to the full screens.
No. | SMILES | APE1 inh | Pol iota inh | POLH inh | Pol beta inh | BLM inh | POLK inh | G9a block | Anesthetic bind | BAZ2B block
1 | Cc1ccc(CN2CC(C(=O)NCCC3=CCCCC3)CC2=O)cc1 (stereo not drawn) | -8% | 16% | -3% | nt | nt | 4% | 1%[59 µM] | nt | -4%
2 | Cc1ccc(Nc2nc(=O)[nH]nc2C)cc1 | 0% | -1% | -5% | 10% | 2% | -5% | ? | -3% | 3%
3 | Cc1ccc(S(=O)(=O)NCCN(CCNS(=O)(=O)c2ccc(C)cc2)S(C)(=O)=O)cc1 | -6% | 15% | -14% | 3% | -5% | -14% | 3% | -9% | -1%
4 | COc1ccc(S(=O)(=O)N2CCCCC2)cc1N(C)S(=O)(=O)c1ccccc1 | -6% | 7% | -3% | 34% | -9% | -15% | nt | -9% | -8%
5 | COc1ccccc1NC(=O)CN(Cc1ccco1)C(=O)c1cncc(Br)c1 | 1% | 1% | -6% | -13% | 2% | 0% | ? | -15% | -15%
6 | COC(=O)N/N=C(\C)c1ccc(C)c([N+](=O)[O-])c1 | 5% | 10% | -10% | 0% | -13% | -6% | -5% | -12% | -3%
7 | CCCCCCOc1ccc(N2C(=O)CC(N3CCN(C(=O)c4ccco4)CC3)C2=O)cc1 (stereo not drawn) | 8% | 3% | -2% | ? | -9% | 0% | 6%[12.7 µM] | -2% | 1%
8 | Cc1nn(C(=O)CCC(=O)NCc2ccccc2Cl)c2ccccc12 | 8% | 23% | 0% | 1% | -4% | -4% | nt | -11% | -8%
9 | Cc1cc(C)cc(OCC(=O)Nc2ccc(S(=O)(=O)Nc3onc(C)c3C)cc2)c1 | nt | -12% | nt | 34% | -1% | -28% | ? | -2% | -7%
10 | CC(C)(C)c1ccc(/C=C2\SC(=O)N(CCNC(=O)c3cccc(S(=O)(=O)N4CCOCC4)c3)C2=O)cc1 | 3% | -1% | -22% | -2% | -9% | -3% | -15% | ? | -3%
11 | CCCCCCCCn1c2c(c(=N)c3ccccc31)CCC2 | 21% | 86%[activator] | -16% | 6% | -4% | -4% | -26% | -9% | -1%
12 | CCOC(=O)C1=C(C)N(CCCC(=O)O)C(=O)NC1c1ccc(Cl)cc1Cl (stereo not drawn) | 35% | 32% | -17% | 2% | 1% | 2% | 11% | -6% | 1%
13 | C/C(=N\NC(=O)c1nc2ccccn2c1C)c1ccco1 | -7% | 170%[activator] | -21% | 9% | 3% | -8% | -1% | 0% | -20%
14 | C#CCOc1c(Br)cc(/C=C2/C(=O)ON=C2C)cc1OCC | 10% | 12% | -3% | -14% | -4% | -1%[60.1 µM] | 45µM* | -9% | ?
15 | Cc1nnc(NC(=O)CCC(=O)N2CCN(S(=O)(=O)c3cc([N+](=O)[O-])ccc3C)CC2)s1 | -19% | 57%[activator] | -5% | nt | nt | -8% | nt | nt | nt
16 | C=CCOc1cccc(/C=N/NC(=O)CN(c2cc(Cl)ccc2OC)S(=O)(=O)c2ccc(C)c([N+](=O)[O-])c2)c1 | 0% | 9% | -5% | -4% | -4% | -1% | -7%[59 µM] | -16% | 0%
17 | COc1cc(/C=N\n2cnnc2)ccc1OCC(=O)Nc1ccc(C)cc1 | -1% | -10% | -1% | -1% | -5% | -2% | 1% | -12% | 0%
18 | O=C(Nc1ccc(OC(F)(F)F)cc1)C1CCN(S(=O)(=O)c2cccs2)CC1 | nt | -10% | -20% | 10% | -16% | -18% | 7%[59 µM] | -7% | 4%
19 | COc1ccc(CCNC(=O)Cn2cc(S(=O)(=O)Cc3cccc(Cl)c3)c3ccccc32)cc1OC | nt | 31%[activator] | -22% | 0% | 1% | -9% | 6%[59 µM] | -1% | 17%
20 | COc1cccc(NC(=O)CCN2C(=O)C3CC=CCC3C2=O)c1 (stereo not drawn) | 26% | 10% | 6% | 29% | 0% | -3% | 6% | -8% | -11%
21 | C[C@H](N=C1NS(=O)(=O)c2ccccc21)C(=O)OCc1cc([N+](=O)[O-])cc2c1OCOC2 | 2% | 39%[activator] | -3% | -11% | -3% | 2% | 9%[12.7 µM] | -12% | -12%
22 | COc1ccc2cc(-c3nc(Cl)c4c5c(sc4n3)CCCC5)c(=O)oc2c1 | nt | -17% | -8% | ? | -3% | -20% | 1%[59 µM] | 39%[activator] | 11%
23 | S=C(Nc1cccc(Cl)c1Cl)N1CCCC1 | 23% | 25% | -5% | -25% | 1% | -21% | 24%[59 µM] | -8% | -11%
24 | Cc1cccc(C(=O)N2CCC(Cc3ccccc3)CC2)c1[N+](=O)[O-] | 3% | -3% | -26% | -3% | -1% | -13% | ? | ? | ?
25 | CC(OC(=O)CNC(=O)C12CC3CC(CC(C3)C1)C2)C(=O)Nc1ccc(S(N)(=O)=O)cc1 (stereo not drawn) | -5% | 99%[activator] | -14% | 23% | 0% | -4% | -32% | ? | -21%
26 | Cc1ccc(C(=O)NNC(=O)c2cccc(S(=O)(=O)N3CCN(c4ccccc4)CC3)c2)cc1 | -8% | -2% | -2% | 1% | 1% | -3% | 11%[59 µM] | -1% | -37%
27 | N#Cc1cnn(-c2ncnc3sc4c(c23)CCCC4)c1N | -3% | 2% | -7% | 5% | -1% | -6% | -17%[59 µM] | -13% | 8%
28 | CCN(CC(=O)Nc1ccc(NC(C)=O)cc1)S(=O)(=O)/C=C/c1ccccc1 | -3% | 37%[activator] | -25% | nt | nt | -17% | nt | nt | nt
29 | CCOc1ccccc1CNC(=O)c1ccc(-c2nc(CSc3ccc(C)cc3)c(C)o2)cc1 | nt | 36%[activator] | -11% | 5% | -6% | 3% | -9%[59 µM] | 5% | -15%
30 | COc1cc(C2NC(=S)NC(c3ccccc3)=C2C(C)=O)cc(Cl)c1OCC(=O)O (stereo not drawn) | -5% | 0% | -8% | -19% | -3% | -16% | nt | -7% | -5%
31 | C=CCN1C(=O)c2ccccc2NC1c1ccc(Br)s1 (stereo not drawn) | 16% | 33%[activator] | -25% | 1% | -8% | -4% | -1% | 6% | -5%
32 | CC(Oc1ccccc1Cl)c1nnc(N)s1 (stereo not drawn) | 0% | 72%[activator] | -14% | 4% | -5% | -4% | 52%[activator][59 µM] | ? | -4%
33 | CCOc1ccc(N(CC(=O)N2CC=C(c3ccccc3)CC2)S(=O)(=O)c2c(C)noc2C)cc1 | 0% | 21% | -22% | 4% | -7% | 4% | ? | -8% | 3%
34 | CCOCCCNC(=O)c1oc2ccc(S(=O)(=O)N3CCOCC3)cc2c1C | 22% | 21% | -3% | 45% | -1% | 9% | 12% | -3% | -1%
35 | CCCc1cc(=O)oc2cc(OCC(=O)NC(Cc3c[nH]c4ccc(O)cc34)C(=O)O)c(Cl)cc12 (stereo not drawn) | -1% | ? | 40µM* | -14% | 1% | ? | 16%[12.7 µM] | -10% | -36%
36 | CC(=O)c1sc(C(C)(C)C)cc1NC(=O)/C=C/C(=O)O | ? | -5% | -8% | 25% | 3% | -1% | -3% | -11% | -2%
37 | COc1cc(/C=N/NC(=O)c2ccncc2)cc(OC)c1OC | 14% | 10% | -7% | -26% | -4% | -5% | 3%[0.501 µM] | -9% | 2%
38 | C(=N\Nc1nc2ccccc2[nH]1)/c1c[nH]c2ccccc12 | -4% | 164%[activator] | -31% | -19% | -22% | -9% | 4%[59 µM] | -15% | 45µM*
39 | CCN(C(=S)Nc1ccccc1F)C1CCCCC1 | -5% | 38%[activator] | -4% | 1% | -1% | -5%[60.1 µM] | -9% | -14% | 4%
40 | O=C(Nc1ncccc1O)c1c(O)c2ccccc2[nH]c1=O | 3% | -15% | ? | ? | -27% | -13% | 2% | -2% | ?

# Full records, quoted from the list. Values in the order: APE1 inh | Pol iota inh | POLH inh | Pol beta inh | BLM inh | POLK inh | G9a block | Anesthetic bind | BAZ2B block
# CC(=O)c1sc(C(C)(C)C)cc1NC(=O)/C=C/C(=O)O across the screens: ? | -5% | -8% | 25% | 3% | -1% | -3% | -11% | -2%
# S=C(Nc1cccc(Cl)c1Cl)N1CCCC1 across the screens: 23% | 25% | -5% | -25% | 1% | -21% | 24%[59 µM] | -8% | -11%
# C=CCN1C(=O)c2ccccc2NC1c1ccc(Br)s1 (stereo not drawn) across the screens: 16% | 33%[activator] | -25% | 1% | -8% | -4% | -1% | 6% | -5%
# Cc1ccc(C(=O)NNC(=O)c2cccc(S(=O)(=O)N3CCN(c4ccccc4)CC3)c2)cc1 across the screens: -8% | -2% | -2% | 1% | 1% | -3% | 11%[59 µM] | -1% | -37%
# CCOc1ccc(N(CC(=O)N2CC=C(c3ccccc3)CC2)S(=O)(=O)c2c(C)noc2C)cc1 across the screens: 0% | 21% | -22% | 4% | -7% | 4% | ? | -8% | 3%

# Later entries.
No. | SMILES | APE1 inh | Pol iota inh | POLH inh | Pol beta inh | BLM inh | POLK inh | G9a block | Anesthetic bind | BAZ2B block
41 | COc1ccc(-c2nnc(SC(C)C(=O)NCc3ccc4c(c3)OCO4)n2Cc2ccco2)cc1 (stereo not drawn) | 15% | 2% | -16% | -1% | -5% | -4% | ? | -15% | -10%
42 | CCCCOC(=O)C1=C(C)Nc2nnnn2C1c1ccc(OC)c(OC)c1OC (stereo not drawn) | -1% | 17% | 4% | 25% | -3% | -9% | -3%[12.7 µM] | -15% | -6%
43 | CCOC(=O)c1c(CCl)nc2ccccc2c1-c1ccccc1 | 3% | -4% | -19% | 21% | -4% | 2% | ? | -3% | -15%
44 | O=C(Nc1ccc(Cl)cc1)N1CCSC1=NCc1ccccc1 | -1% | -14%[58.9 µM] | -17% | ? | -3% | -4% | -10%[59 µM] | -4% | -14%
45 | CCCn1c(=N)n(CC(O)c2ccc(C)cc2)c2ccccc21 (stereo not drawn) | 17% | ? | -17% | 46% | -13% | 12% | nt | -4% | 0%
46 | CNC(=O)c1c(NC(=O)c2ccc(S(=O)(=O)N3CCCCC3)cc2)sc2c1CCN(C(C)C)C2 | 1% | 7% | -8% | 34% | 2% | -6% | nt | -22% | -22%
47 | COc1ccc(NC(=O)Nc2ccc3c(c2)C(=O)N([C@H](C)CO)C[C@H](C)[C@@H](CN(C)S(=O)(=O)c2ccc(F)cc2)O3)cc1 | -8% | -9% | -16% | nt | nt | -8% | nt | nt | nt
48 | Nn1c(SCC(=O)NC2CCCC2)nnc1-c1ccccc1F | -1% | 8% | -6% | 2% | 0% | -5% | 50µM* | -11% | -20%
49 | CC(C)CC(NC(=O)OC(C)(C)C)C(=O)NCc1ccccc1 (stereo not drawn) | 2% | 12% | -11% | 38% | -1% | -6% | 18% | -20% | -4%
